# Source: PubChem
# NCF1 inh – p47phox/p22phox peptide binding inhibitors, primary screen, biochemical, uHTS, NADPH oxidase regulatory subunit. fluorescence polarization, 2 h. inhibition, % at 24.7 µM. 0.53% of 220,000 active. AID 1274, 2008;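 active means inhibition above about 30%, limit read from the data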;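 further: 0% = p47phox with labelled peptide and 100% = labelled peptide alone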
# NPY1 pot ag – NPY-Y1 receptor potentiators or agonists, primary screen, cell-based; activation, % at 3.6 µM; NPY-Y1 expressing cells, potentiator/agonist activation; 0.37% of 220,000 active; Neuropeptide Y receptor type 1 (Homo sapiens), P25929; in the data active means activation above about 33%, passing the limit was not always enough;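 further: cells stimulated with NPY at EC10 then isoproterenol at EC100; 0% = low agonist plus stimulus and 100% = saturating agonist plus stimulus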
# Target sequence (P25929 whole entry, looked up): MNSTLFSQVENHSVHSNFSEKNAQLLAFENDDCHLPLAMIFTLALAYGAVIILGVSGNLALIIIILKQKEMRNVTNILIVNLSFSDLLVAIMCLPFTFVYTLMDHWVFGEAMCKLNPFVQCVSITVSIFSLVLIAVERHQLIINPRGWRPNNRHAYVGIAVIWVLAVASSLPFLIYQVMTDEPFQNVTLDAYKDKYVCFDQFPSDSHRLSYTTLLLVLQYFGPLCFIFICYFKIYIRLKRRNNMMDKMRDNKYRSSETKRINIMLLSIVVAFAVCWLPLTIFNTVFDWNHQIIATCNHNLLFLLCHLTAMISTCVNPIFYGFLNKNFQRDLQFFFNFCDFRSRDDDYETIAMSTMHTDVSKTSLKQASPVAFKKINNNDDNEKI
# NPY2 pot ag – NPY-Y2 potentiators or agonists, primary screen, cell-based; Neuropeptide Y receptor type 2 (Homo sapiens), P49146; cells expressing NPY-Y2, potentiator/agonist read-out; activation, % at 3.6 µM; 0.45% of 220,000 active; AID 1359, 2008; in the data active means activation above about 27%;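 further: cells stimulated with NPY near EC25 plus isoproterenol at EC100; 0% = vehicle plus submaximal agonist and 100% = vehicle plus saturating agonist; some results beyond the cut were filed as inactive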
# S1P4 antagonist – S1P4 receptor antagonists, primary screen, cell-based | 0.26% of 220,000 active | Sphingosine 1-phosphate receptor 4 (Homo sapiens), O95977 | inhibition, % at 4.98 µM | S1P4-expressing cells, antagonist mode, reporter read-out; in the data active means inhibition above about 29%;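 further: 0% = wells stimulated with agonist and 100% = vehicle wells without agonist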
# Target sequence (O95977 whole entry, looked up): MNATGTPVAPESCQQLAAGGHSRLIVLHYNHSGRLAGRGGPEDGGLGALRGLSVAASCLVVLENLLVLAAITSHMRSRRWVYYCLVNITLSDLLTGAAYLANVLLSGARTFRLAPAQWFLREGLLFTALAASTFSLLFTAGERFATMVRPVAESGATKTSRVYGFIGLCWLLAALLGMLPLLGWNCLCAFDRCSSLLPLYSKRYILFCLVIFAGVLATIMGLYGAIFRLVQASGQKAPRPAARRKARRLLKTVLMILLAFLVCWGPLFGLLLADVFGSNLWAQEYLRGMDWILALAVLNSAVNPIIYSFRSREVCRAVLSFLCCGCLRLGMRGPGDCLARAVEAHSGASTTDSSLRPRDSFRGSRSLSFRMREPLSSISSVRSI
# Ba/F3 V617F tox – reduced viability of JAK2V617F-dependent Ba/F3 cells, primary screen, JAK2V617F inhibitor project, cell-based, Ba/F3 EpoR-JAK2V617F, luminescence | 1.1% of 220,000 active | ATP luminescence | inhibition, % at 5.6 µM | AID 1446, 2008;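 active means inhibition above the campaign mean plus 3 SD over all tested compounds, cut at about 24% in these data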;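 further: cytokine-independent growth of Ba/F3 cells driven by EpoR plus mutant JAK2; 0% = DMSO-treated cells and 100% = JAK inhibitor I control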
# BaF3 parental – parental Ba/F3 cell viability inhibition, counter-screen for JAK2V617F inhibitor project, murine pro-B, CellTiter-Glo luminescence. 1.1% of 220,000 active. AID 1486, 2009. CellTiter-Glo ATP luminescence. inhibition, % at 5.6 µM;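 active means inhibition above a per-campaign cutoff, the mean inhibition of all tested compounds plus 3 SD, cut at about 27% in these data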;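 further: 0% = DMSO wells and 100% = JAK Inhibitor I control wells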
# NPY-Y1 antag – NPY-Y1 receptor antagonists, primary screen, cell-based. inhibition, % at 3.6 µM. HEK293-CNG Y1 cells, membrane potential fluorescence; NPY at EC95, then isoproterenol. 1% of 200,000 active. Neuropeptide Y receptor type 1 (Homo sapiens), P25929. AID 1040, 2008;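 active means inhibition above the campaign mean inhibition of all tested compounds plus 3 SD, cut at about 20% in these data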;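 further: 0% = DMSO wells given NPY plus isoproterenol and 100% = isoproterenol alone without NPY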
#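 Material: HEK293 Y1/CNG channel cell line; also added: NPY (25 nM), isoproterenol (1 µM), Ro 20-1724 (25 µM); doses: one concentration, 3.6 µM, in 0.4% DMSO; schedule: compound incubation 1 h at room temperature, readout 45 min post-stimulation; technique: membrane potential fluorescence; measure: fluorescence ratio normalized to % inhibition between controls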
# CHOP inh – inhibitors of CHOP promoter induction, primary screen, cell-based, unfolded protein response, luciferase reporter. CHO-K1 CHOP-promoter luciferase, tunicamycin-induced, 15-18 h. AID 2732, 2010. inhibition, % at 10 µM. 3.8% of 220,000 active;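 active means compounds that reduced the stress-induced luciferase reporter signal by more than about 70% of percent inhibition, limit read from the data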;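 further: 0% = tunicamycin plus vehicle and 100% = wells without tunicamycin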
# S1P4 ag – S1P4 receptor agonists, primary screen, cell-based. 0.35% of 220,000 active. Sphingosine 1-phosphate receptor 4 (Homo sapiens), O95977. activation, % at 4.98 µM. S1P4-expressing cell line, agonist reporter assay. AID 1509, 2009; in the data active means activation above about 11%;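 further: 0% = DMSO vehicle and 100% = reference agonist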
# * hit, by the source's call; . = no result given.
entry	molecule	NCF1 inh	NPY1 pot ag	NPY2 pot ag	S1P4 antagonist	Ba/F3 V617F tox	BaF3 parental	NPY-Y1 antag	CHOP inh	S1P4 ag
1	COc1ccc(CC(=O)NCc2nnc(SCC(=O)Nc3cccc(F)c3)n2C)cc1	7	1	-10	-1	5	8	-2	6	-0.1
2	CNC(=O)N(O)C1N(C)C(=O)N(Cc2ccccc2)C1(C)C (centres undefined)	-7	-13	-2	3	3	4	-4	8	1.2
3	COC(=O)c1sc(N2CCCCC2)c(C#N)c1N	-2	13	22	-18	-1	2	.	19	1.6
4	CCOc1ccc(OCC)c(NC(=O)CSc2nc3ccccc3c(=O)n2C)c1	-6	-12	26	-1	-1	0	-8	55	0.8
5	Cc1cc(C)c(S(=O)(=O)Nc2cccc3nsnc23)c(C)c1	-11	1	10	-5	1	10	-3	11	-0.5
6	Cc1cccc(NC(=O)C2CCCN(S(=O)(=O)c3ccc4c(c3)oc(=O)n4C)C2)c1 (centres undefined)	-5	-9	-20	-2	-3	-5	.	14	-0.4
7	COCCNCC(=O)Nc1ccc(OC(F)(F)F)cc1	-10	18	2	-18	-5	2	-3	8	3.2
8	Cc1cc(C)c(O)c(-c2n[nH]c3c2C(c2cccc(O)c2)N(Cc2ccco2)C3=O)c1 (centres undefined)	-24	15	-1	4	0	-1	.	14	-0.6
9	O=C(Nc1ccc(Br)c(C(F)(F)F)c1)c1ccccc1	-11	-23	-1	-13	3	5	1	52	-0.2
10	Cc1ccc(OCCCSc2ncccn2)cc1C	-1	-16	19	0	-3	6	4	6	-0.6
11	Cc1cc(S(=O)(=O)NC2CCCCC2)c(C)s1	4	-3	4	-9	-4	6	0	15	-0.4
12	CC[n+]1oc(-c2ccccc2)cc1C	6	-2	-7	11	14	18	9	-24	1.4
13	CC(=O)Nc1ccc(OS(=O)(=O)c2ccc(C)cc2C)cc1	-1	0	-11	-2	-2	3	-3	-6	-1.7
14	COC(=O)c1ccccc1NC(=O)CSc1nc(O)c(-c2ccccc2)c(=O)[nH]1	-8	-3	6	-2	0	4	-1	-9	0.9
15	O=C(COC(=O)CCCSc1nc2ccccc2[nH]1)Nc1ccc(Oc2ccccc2)cc1	-26	-18	-6	-2	5	7	-2	31	-1.9
16	CCO/C=C1\SC(=S)N(c2ccc(Cl)cc2)C1=O	-149	-15	-14	-5	-2	10	.	5	1.2
17	CN1C(=O)SC(Nc2ccccc2)C1=O (centres undefined)	-1	-4	5	-16	1	0	1	3	-0.1
18	CC(C)Nc1nc(Oc2ccc(Cl)cc2Cl)cc(C(F)(F)F)n1	-15	0	6	-16	0	8	11	60	0.7
19	CN1CCc2c(OCc3ccc(F)cc3)cccc2C1=O	-3	-9	5	2	1	6	1	30	0.7
20	COc1ccc(/C=C/C(=O)OCC(=O)Nc2ccc(S(N)(=O)=O)cc2)cc1OC	-11	9	11	-18	0	8	5	2	0.1

entry	molecule	NCF1 inh	NPY1 pot ag	NPY2 pot ag	S1P4 antagonist	Ba/F3 V617F tox	BaF3 parental	NPY-Y1 antag	CHOP inh	S1P4 ag
21	COc1cccc(-n2c(O)c(C=NCc3ccccn3)c3ccccc3c2=O)c1	-9	13	1	-23	0	-3	.	23	-1.1
22	CCOC(=O)CCNC(=O)CCNC(=O)C(c1ccccc1)c1ccccc1	-17	-1	0	-3	-1	3	.	5	0.0
23	O=C(CSc1ncn(-c2ccccc2)n1)c1cccs1	-4	-29	-9	-1	1	2	4	-11	1.1
24	COc1cccc(C2C3CN(C)CC=C3C(C#N)=C(N)C2(C#N)C#N)c1OC (centres undefined)	-21	-1	17	-21	2	1	-2	2	1.3
25	Cc1ccccc1NC(=S)N1CCC(C(=O)c2ccc(F)cc2)CC1	-4	-25	-2	6	1	6	-1	-22	-1.4
26	CC#CCCC(=O)N1C=Cc2ccccc2C1C#N (centres undefined)	-15	-1	13	-4	0	-1	1	31	-0.1
27	C(=N\Nc1ccc2nncn2n1)/c1ccccn1	1	-5	7	9	6	2	.	43	-1.6
28	COc1ccc(S(=O)(=O)Cc2ccc(C(=O)N3CCc4ccccc4C3)o2)cc1	10	-13	-3	-13	-1	-4	-2	4	1.1
29	O=C(Nc1cccc(Cl)c1N1CCOCC1)c1ccc2c(c1)OCCO2	-5	-17	-13	-13	1	6	12	3	0.7
30	CCOc1ccc(CC2c3cc(OCC)c(OCC)cc3CCN2C(=O)CN2CCN(C)CC2)cc1OCC (centres undefined)	-1	8	7	-19	-2	-1	.	-7	-2.9
31	CCCCC(O)(CCCC)C(=O)NN(C(=O)OC)c1ccccc1	0	-6	6	1	-4	1	26*	8	1.6
32	CC(NC(=O)/C=C/c1ccc(Br)cc1)c1ccc(Cl)cc1 (centres undefined)	-7	-18	12	6	-4	-1	10	47	2.5
33	COC(=O)c1c(CCl)noc1C(=O)NCC1CCCO1 (centres undefined)	2	-8	-11	-1	0	1	0	-34	0.7
34	N#C/C(=C\c1ccc(/C=C(/C#N)c2nn(CCO)c(N)c2C#N)cc1)c1nn(CCO)c(N)c1C#N	-26	6	-14	-7	5	12	-3	21	0.8
35	COCCNC(=O)C1CC(=O)N(c2ccc(OC)cc2)C1c1ccc(OC)cc1 (centres undefined)	3	-1	8	-22	1	5	4	23	-0.9
36	CCn1c(SCC(=O)N/N=C/c2ccccc2OCC(=O)O)nnc1-c1ccccc1	4	8	5	0	-3	-1	.	-15	0.4
37	O=C(Cc1ccccc1)Nn1c(-c2ccccc2)nc2ccccc2c1=O	-5	-20	1	-5	-2	8	-5	-4	-0.9
38	CC(/C=N/NC(=O)CCn1nnc2ccccc21)=C\c1ccccc1	-23	-11	2	-7	-1	4	9	29	2.4
39	CCc1nnc(NC(=O)C2CCCN2C(=O)Nc2ccccc2)s1 (centres undefined)	5	-4	1	10	3	9	-1	-2	-0.5
40	COc1cc(/C=C(\C#N)C(=O)NC(C)C)ccc1OCc1ccc(C(=O)O)cc1	-11	0	-17	-6	-2	-1	.	2	1.5

# Already shown: entries from further up.
entry	molecule	NCF1 inh	NPY1 pot ag	NPY2 pot ag	S1P4 antagonist	Ba/F3 V617F tox	BaF3 parental	NPY-Y1 antag	CHOP inh	S1P4 ag
23	O=C(CSc1ncn(-c2ccccc2)n1)c1cccs1	-4	-29	-9	-1	1	2	4	-11	1.1
24	COc1cccc(C2C3CN(C)CC=C3C(C#N)=C(N)C2(C#N)C#N)c1OC (centres undefined)	-21	-1	17	-21	2	1	-2	2	1.3

# Additional records follow.
entry	molecule	NCF1 inh	NPY1 pot ag	NPY2 pot ag	S1P4 antagonist	Ba/F3 V617F tox	BaF3 parental	NPY-Y1 antag	CHOP inh	S1P4 ag
41	CCCc1ccc(Oc2cc(Cl)nc(N)n2)cc1	5	-11	-1	-28	-4	2	-3	24	2.5
42	CCc1nnc(NC(=O)CSc2nc3cccnc3n2C2CCCCC2)s1	-15	11	8	2	-4	2	-5	.	-2.5
43	COC(=O)c1cn(C(=O)c2ccccc2F)nc1N	0	17	2	3	0	1	-2	-20	1.3
44	Cc1cc(C)n(-c2ccc(C(=O)Nc3cc(S(=O)(=O)N(C)C)ccc3Cl)cc2)n1	11	-20	-4	-7	-3	3	1	17	-0.8
45	O=C(CCc1nc2ccccc2[nH]1)N1CCN(C(=O)c2ccco2)CC1	4	-6	-2	1	5	2	4	6	0.3
46	CCN1CCN(C(=S)c2ccc(O)cc2)CC1	-6	-2	-14	7	3	10	1	-4	3.5
47	COc1ccc(-c2csc(N3C(=O)C4C5c6ccccc6C(c6ccccc65)C4C3=O)n2)cc1 (centres undefined)	-19	-6	18	8	4	7	-4	57	1.5
48	CCCSc1nnc2nc(C)cc(C)n12	-3	14	-1	9	-5	-1	-1	18	-2.2
49	Cc1nc(SCC(=O)Nc2c(C)nn(C)c2C)c2cnn(-c3ccccc3)c2n1	-4	16	3	-12	-1	2	-4	38	0.2
50	CC(=O)c1ccc(N=c2scc(C)n2C(C)C)cc1	-22	-3	10	10	-1	4	0	-12	1.0
51	CC(=O)c1sc(-c2cccc(Cl)c2)nc1C	3	-22	-16	-5	5	7	5	0	-0.6
52	COc1ccc(/C(O)=C2/C(=O)C(=O)N(CCN(C)C)C2c2ccc(F)cc2)cc1Cl (centres undefined)	-4	-19	-4	-30	-4	1	-3	0	0.6
53	COc1cccc(CNC(=O)C2CCCN(S(=O)(=O)c3cccc4nonc34)C2)c1 (centres undefined)	-4	29	15	-9	-5	4	-3	-10	2.3
54	Nn1c(-c2ccco2)n[nH]c1=S	-2	-2	-8	-12	-3	1	5	-14	-0.7
55	O=C(CSc1ncnc2scc(-c3ccc(Cl)cc3)c12)NCc1ccc2c(c1)OCO2	16	-13	-1	-19	-3	3	6	40	2.1
56	CC(C)C1NC(=S)N(C2CCCCC2)C1=O (centres undefined)	-2	2	0	-7	-1	4	5	49	0.1
57	O=c1oc(-c2ccccc2[N+](=O)[O-])nc2ccccc12	3	8	-4	-14	0	0	1	-27	-0.1
58	CSc1nc2ccc(NC(=O)C3CC(=O)N(Cc4ccccc4)C3)cc2s1 (centres undefined)	-11	19	-8	-12	1	8	7	55	-1.1
59	COC(=O)c1[nH]c2ccccc2c1NC(=O)CN1CCN(C(=O)c2ccco2)CC1	-10	-13	1	-8	-1	0	-4	9	-0.9
60	CCc1ccc(S(=O)(=O)N(C(=O)c2ccncc2)c2ccc(OC(=O)c3ccncc3)cc2)cc1	-4	9	16	8	-5	0	-1	34	1.8
61	O=C(c1cn(-c2ccccc2)nc1-c1ccc(F)cc1)N1CCOCC1	-27	-2	9	-1	0	9	0	9	-0.7

# In the list so far, these have fluorine.
entry	molecule	NCF1 inh	NPY1 pot ag	NPY2 pot ag	S1P4 antagonist	Ba/F3 V617F tox	BaF3 parental	NPY-Y1 antag	CHOP inh	S1P4 ag
1	COc1ccc(CC(=O)NCc2nnc(SCC(=O)Nc3cccc(F)c3)n2C)cc1	7	1	-10	-1	5	8	-2	6	-0.1
7	COCCNCC(=O)Nc1ccc(OC(F)(F)F)cc1	-10	18	2	-18	-5	2	-3	8	3.2
9	O=C(Nc1ccc(Br)c(C(F)(F)F)c1)c1ccccc1	-11	-23	-1	-13	3	5	1	52	-0.2
18	CC(C)Nc1nc(Oc2ccc(Cl)cc2Cl)cc(C(F)(F)F)n1	-15	0	6	-16	0	8	11	60	0.7
19	CN1CCc2c(OCc3ccc(F)cc3)cccc2C1=O	-3	-9	5	2	1	6	1	30	0.7
25	Cc1ccccc1NC(=S)N1CCC(C(=O)c2ccc(F)cc2)CC1	-4	-25	-2	6	1	6	-1	-22	-1.4
43	COC(=O)c1cn(C(=O)c2ccccc2F)nc1N	0	17	2	3	0	1	-2	-20	1.3
52	COc1ccc(/C(O)=C2/C(=O)C(=O)N(CCN(C)C)C2c2ccc(F)cc2)cc1Cl (centres undefined)	-4	-19	-4	-30	-4	1	-3	0	0.6
61	O=C(c1cn(-c2ccccc2)nc1-c1ccc(F)cc1)N1CCOCC1	-27	-2	9	-1	0	9	0	9	-0.7

# An unsorted share of the library (roughly 7.1% active in at least one column).
